Compound activity from PubChem BioAssay.
CHRM1 agonist: human M1 muscarinic receptor agonism | activation, % at 3 µM | P11229 | CHO-K1 hM1, Fluo-8 calcium fluorescence, agonist mode; 0% DMSO, 100% acetylcholine EC100 | 0.33% of 360,000 active | AID 588814;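 active = activation above the run's mean compound activation plus 3 SD, cut at about 16% in these data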;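 also: peak over basal fluorescence ratio within a 140 s kinetic read after compound addition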
CHRM1 PAM: potentiates human M1 receptor response to acetylcholine; P11229; CHO-K1 hM1, Fluo-8 calcium fluorescence, ACh EC20; 0% = ACh EC20, 100% = maximal ACh; activation, % at 3 µM; 0.088% of 360,000 active; in the data active = activation above about 19%, passing the limit was not always enough
TAAR1 agonist: human TAAR1 agonism; CHO RD-HGA16 TAAR1, Fluo-8 calcium fluorescence; vehicle wells 0%, saturating PEA agonist 100%; activation, % at 3 µM; 0.99% of 360,000 active;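 active = activation above the mean activation of all test compounds in the run plus 3 SD, cut at about 38% in these data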
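Test system: RD-HGA16 (CHO) cells co-expressing Gα16 and hTAAR1 / Benchmarks: DMSO vehicle as 0%, PEA at EC100 as 100% / Repeats: no replicates (n 1) / Measure: % activation from peak over basal fluorescence ratio, DMSO-to-PEA scaled / Timing: 17-24 h plating, Fluo-8 75 min 37 °C, 30 min RT / Technique: kinetic Fluo-8 calcium fluorescence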
CHRM5 PAM: CHRM5 positive allosteric modulation; P08912; CHO-K1 hM5, Fluo-8 calcium, ACh EC20 PAM; 0% = ACh EC20, 100% = ACh EC100; activation, % at 3 µM; 0.3% of 360,000 active;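 active = activation above the run cutoff, the mean activation of all test compounds plus 3 SD, cut at about 18% in these data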
Target sequence (P08912 whole entry, looked up): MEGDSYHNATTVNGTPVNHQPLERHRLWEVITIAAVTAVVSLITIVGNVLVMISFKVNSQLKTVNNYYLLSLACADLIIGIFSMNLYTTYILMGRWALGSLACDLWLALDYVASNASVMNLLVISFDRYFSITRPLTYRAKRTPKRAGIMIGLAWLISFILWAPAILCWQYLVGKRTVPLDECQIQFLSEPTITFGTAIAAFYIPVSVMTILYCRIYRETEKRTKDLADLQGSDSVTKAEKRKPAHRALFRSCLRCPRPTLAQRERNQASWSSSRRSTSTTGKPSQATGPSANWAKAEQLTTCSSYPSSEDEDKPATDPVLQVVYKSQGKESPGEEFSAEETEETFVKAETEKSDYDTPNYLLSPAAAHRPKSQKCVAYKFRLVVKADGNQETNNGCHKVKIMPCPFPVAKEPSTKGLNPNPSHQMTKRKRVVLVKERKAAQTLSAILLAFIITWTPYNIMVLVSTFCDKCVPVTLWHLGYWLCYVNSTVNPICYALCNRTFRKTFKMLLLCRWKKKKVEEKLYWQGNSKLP
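Probe or stimulus: acetylcholine, EC20 level; Assay system: human M5 receptor in CHO-K1 cells; Schedule: compound preincubation 140 s before EC20 acetylcholine addition; Technique: intracellular calcium via Fluo-8 fluorescence; Dosing: single-point, 3 µM nominal; Read-out basis: percent activation from peak-over-basal fluorescence ratio, scaled EC20-to-EC100 acetylcholine; Repeats: one well per compound, no replicates.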
CHRM4 agonist: CHRM4 agonism in calcium assay. AID 624127. CHO-K1 hM4/Gqi5, Fluo-8 calcium fluorescence; vehicle 0%, full acetylcholine response 100%. 0.14% of 360,000 active. P08173. activation, % at 3 µM;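 active = activation above the run mean over all test wells plus 3 SD, cut at about 32% in these data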;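 also: peak over basal fluorescence ratio per well then scaled between controls; 0% = DMSO wells and 100% = acetylcholine at EC100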
Target sequence (P08173 whole entry, looked up): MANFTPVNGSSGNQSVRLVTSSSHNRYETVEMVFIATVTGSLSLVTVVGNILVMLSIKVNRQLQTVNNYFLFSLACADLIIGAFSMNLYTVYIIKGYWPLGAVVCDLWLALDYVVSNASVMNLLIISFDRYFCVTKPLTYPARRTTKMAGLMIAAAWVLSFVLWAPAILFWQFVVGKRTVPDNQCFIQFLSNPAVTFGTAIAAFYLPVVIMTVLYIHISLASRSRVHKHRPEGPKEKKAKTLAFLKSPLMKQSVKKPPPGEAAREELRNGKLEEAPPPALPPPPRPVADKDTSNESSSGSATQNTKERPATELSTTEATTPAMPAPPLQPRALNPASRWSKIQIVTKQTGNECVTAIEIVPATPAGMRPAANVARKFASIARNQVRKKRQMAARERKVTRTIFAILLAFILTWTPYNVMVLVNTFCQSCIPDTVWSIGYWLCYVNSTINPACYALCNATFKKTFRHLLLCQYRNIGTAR
M4 antag: antagonists of human muscarinic M4 receptor (CHRM4). inhibition, % at 3 µM. 0.73% of 360,000 active. CHO-hM4 cells, ACh EC80, Fluo-8 calcium fluorescence. P08173;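 active = inhibition above its plate's cutoff, the mean inhibition of sample wells plus 3 SD, cut at about 27% in these data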;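 also: 0% = acetylcholine EC80 with DMSO and 100% = DMSO without agonist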
M5 ag: agonists of human muscarinic M5 receptor (CHRM5); P08912; CHO-K1 hM5 cells, Fluo-8 calcium fluorescence; 0% DMSO wells, 100% maximal acetylcholine response; activation, % at 3 µM; 0.19% of 360,000 active; AID 624037;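 active = activation above the run's mean over test compounds plus 3 SD, cut at about 23% in these data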;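 also: signal is peak over basal fluorescence ratio across the kinetic read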
M5 antag: CHRM5 antagonism in calcium assay; CHO-hM5 cells, Fluo-8 calcium fluorescence, ACh EC80; inhibition, % at 3 µM; 0.59% of 360,000 active; AID 624040;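 active = inhibition above a per-plate cutoff, the mean of that plate's test compounds plus 3 SD, cut at about 27% in these data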;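 also: 0% = acetylcholine EC80 with DMSO and 100% = DMSO without agonist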
CHRM1 antagonist: human CHRM1 antagonism; P11229; CHO-K1 hM1, Fluo-8 calcium fluorescence, ACh EC80 antagonist; inhibition, % at 3 µM; 1.3% of 360,000 active;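 active = percent inhibition above its own plate's cutoff, namely the mean of that plate's compound wells plus 3 SD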;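 also: peak over basal fluorescence ratio during 140 s after agonist addition; 0% = ACh EC80 plus DMSO and 100% = DMSO alone without agonist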
The depositor's hits bear a star; nt = no result given. An excerpt, so the mix of outcomes need not match the whole.

SMILES	CHRM1 agonist	CHRM1 PAM	TAAR1 agonist	CHRM5 PAM	CHRM4 agonist	M4 antag	M5 ag	M5 antag	CHRM1 antagonist
COc1ccc(OC)c(-n2c(=S)[nH]c3cc(C(=O)N4CCCCC4)ccc3c2=O)c1	-3	6	4	6	1	-8	-1	-1	0
COc1ccc(NCCc2ccccn2)cc1	-4	0	2	5	0	-6	0	-2	3
O=C(NCc1ccccc1)C1CCC(=O)N(CCCN2CCCC2=O)C1 (stereo not drawn)	-2	2	2	-2	0	13	-3	11	0
CCc1ccc(C(=O)COC(=O)c2cc([N+](=O)[O-])ccc2N2CCOCC2)cc1	-6	-7	1	-10	1	4	-4	9	11
O=c1c2sccc2nc(SCc2cc(=O)n3cc(Br)ccc3n2)n1Cc1ccccn1	-7	-1	-1	0	-1	6	-1	10	1
Cc1ccc(S(=O)(=O)N2CCN(C(=O)CSc3ccc(F)cc3)CC2)cc1	-5	11	-1	19*	15	24	0	29*	-15
O=C(CN(C(=O)CCC(=O)Nc1nccs1)c1ccccc1F)NCc1ccc2c(c1)OCO2	-4	4	5	8	4	5	3	4	0
CC(=O)c1cccc(NC(=O)CN(c2ccccc2)S(C)(=O)=O)c1	-4	2	10	-1	2	-19	-4	-4	-7
COc1ccc(C(=O)NCC(=O)N2CCN(c3ccc(F)cc3)CC2)cc1	-5	14	-2	4	1	3	-2	2	-14
O=C1CCc2ccccc2N1	-1	10	6	6	0	-6	-2	8	-5
CCN(Cc1ccccc1)S(=O)(=O)c1ccc(C(=O)N(CCCN(C)C)c2nc3cc(C)cc(C)c3s2)cc1	-7	3	27	-1	6	-3	-6	3	9
CC(C)[C@H](NC(=O)c1ccccc1F)C(=O)Nc1ccc(F)c(F)c1	-5	11	-2	-2	2	-5	-2	6	-11
COc1ccc(CC(=O)NC(C)c2ccc(Cl)c(Cl)c2)cc1S(=O)(=O)N1CCOCC1 (stereo not drawn)	-1	5	0	-1	6	3	5	3	-11
O=C(NC1CCCCC1)c1cccc(Cn2cc(Cl)cn2)c1	-4	2	11	-5	0	3	-5	3	-7
Cc1ccc(C(=O)NC(C(=O)Nc2ccccc2)c2ccccc2)cc1 (stereo not drawn)	-2	12	1	12	-2	8	6	-2	-13
O=C(CNc1cccc2ccccc12)N/N=C/c1ccc([N+](=O)[O-])o1	-7	10	1	-3	4	8	-3	6	-9
Cc1cc(NS(=O)(=O)c2ccc(NC(=O)Cc3ccc([N+](=O)[O-])cc3)cc2)nc(C)n1	-4	-3	0	-9	0	5	0	9	-6
O=C(Nc1ccc(N2CCN(C(=O)c3ccco3)CC2)cc1)C(c1ccccc1)c1ccccc1	-4	6	2	-2	1	13	0	8	-3
Cc1ccc(/C=N/NC(=O)C2(O)c3ccccc3-c3ccccc32)o1	-5	-3	2	-3	7	2	2	1	3
O=C(c1ccc(S(=O)(=O)N2CCCC2)cc1)N1CCCc2ccccc21	-8	-2	12	-1	5	-16	2	-2	-9
CC(C)C(CCNC(=O)CN1C(=O)c2ccccc2C1=O)c1ccco1 (stereo not drawn)	-2	6	3	3	1	3	1	-4	-5
Cc1nn(Cc2ccccc2Cl)c(C)c1C(=O)N(C)CC(=O)Nc1cccc(F)c1	1	-1	6	-7	4	16	1	17	0
COc1ccc(S(=O)(=O)N2CCC(C(=O)N3CCCCCC3)CC2)cc1	-4	7	5	1	1	0	0	-2	-11
Cc1ccc(C2(c3noc(CN4C[C@@H](C)O[C@@H](C)C4)n3)CCCC2)cc1	-6	6	1	-6	0	-1	-2	9	-1
Cc1ccc(S(=O)(=O)CC(=O)Nc2nnc(C)s2)cc1	-2	3	-3	5	1	2	-1	-6	2

Brought forward from above: 4 compounds, followed by the next part.
SMILES	CHRM1 agonist	CHRM1 PAM	TAAR1 agonist	CHRM5 PAM	CHRM4 agonist	M4 antag	M5 ag	M5 antag	CHRM1 antagonist
Cc1nn(Cc2ccccc2Cl)c(C)c1C(=O)N(C)CC(=O)Nc1cccc(F)c1	1	-1	6	-7	4	16	1	17	0
COc1ccc(S(=O)(=O)N2CCC(C(=O)N3CCCCCC3)CC2)cc1	-4	7	5	1	1	0	0	-2	-11
Cc1ccc(C2(c3noc(CN4C[C@@H](C)O[C@@H](C)C4)n3)CCCC2)cc1	-6	6	1	-6	0	-1	-2	9	-1
Cc1ccc(S(=O)(=O)CC(=O)Nc2nnc(C)s2)cc1	-2	3	-3	5	1	2	-1	-6	2
Nc1ncnc2c1ncn2[C@@H]1O[C@H](CNC(=O)[C@H](N)Cc2cccnc2)[C@@H](O)[C@H]1O	-2	2	0	10	1	12	2	-7	-16
CC1(C)CC(=O)C2=C(C1)Nc1ccccc1[S@]2=O	-1	-2	1	-12	10	-6	3	17	3
Cc1cc(=O)[nH]c2ccccc12	-3	9	-2	-1	0	-1	-4	0	-12
CCN1CCN(CC(=O)Nc2cc(S(=O)(=O)N3CCCCC3)ccc2Cl)CC1	-7	-2	1	8	1	-9	0	2	3
O=C1COc2ccc(NC(=O)c3ccccc3C(=O)O)cc2N1	-2	11	0	-9	0	12	-4	18	-6
Cc1ccccc1-c1nc(CS(=O)(=O)CC(=O)NCCCN2C(C)CCCC2C)c(C)o1 (stereo not drawn)	-13	-8	-2	-3	0	2	-3	1	11
COc1cc(OC)cc(C2=Cc3ccc(OC)cc3C(CC(C)=O)N2c2ccc(-c3cncnc3)cc2)c1 (stereo not drawn)	nt	nt	2	8	0	2	1	-3	nt
CC1(C(=O)NS(=O)(=O)c2ccc(Cl)cc2)CCN1C(=O)CCc1ccc(Cl)cc1Cl (stereo not drawn)	0	14	-2	5	0	-8	-1	0	-30
COc1ccc2cc(C(=O)C3CCCN(Cc4cnc(N5CCOCC5)s4)C3)ccc2c1 (stereo not drawn)	3	3	40*	-2	9	-12	16	6	-6
COc1ccc([C@H]2C=C(C(=O)O)O[C@@H](OCCCCO)C2)cc1	-3	9	4	10	-1	-7	0	13	-1
c1ccc2c(c1)oc1c(N3CCOCC3)ncnc12	0	3	21	2	7	-8	0	6	-10
CCCCCC(CC(=O)NO)C(=O)NC(C(=O)N1CCCC1CO)C(C)C (stereo not drawn)	-4	-5	0	-2	0	-2	0	-6	-3
CCC(=O)N1CCC1(C)C(=O)Nc1ccc(OC(F)F)cc1 (stereo not drawn)	-2	6	1	-3	1	-25	-2	1	-14
Cc1ccc(-n2ncc(-c3nnc(SCC(=O)NC4CCCC4)o3)c2N)cc1C	-1	-12	11	-9	9	-2	-1	0	7
O=C(CN1C(=O)NC2(CCCC2)C1=O)NC(c1ccccc1)c1ccccc1	-4	-5	0	2	0	2	-2	5	1
COc1nc(N(C)C)nc(N2CC(=O)N(CCNS(=O)(=O)c3ccc(C)cc3)C2=N)n1	-8	-9	1	-3	1	7	-1	-2	17
O=C(CSc1n[nH]c(=O)n1-c1ccccc1)Nc1ccccc1	-4	5	3	11	0	-12	0	-10	-10
CCOC(=O)c1nc(C)n(-c2cc(Cl)ccc2Cl)n1	-6	4	0	5	-1	-6	1	3	2
CC1CCCN(c2nc3c(c(=O)n(C)c(=O)n3C)n2Cc2ccccc2)C1 (stereo not drawn)	-4	0	6	-3	0	2	-6	1	5
NS(=O)(=O)c1ccc2nc(NC(=O)Nc3ccccc3F)sc2c1	0	12	8	9	1	-8	0	-8	-10
CCOc1cc2c(cc1O)C(=NO)CC1C2CCC2(C)C(O)CCC12 (stereo not drawn)	1	-4	13	-11	12	4	8	12	0
COc1ccc(C(=O)Nc2ccc(S(=O)(=O)N3CCN(C)CC3)cc2)cc1	-6	-9	2	-12	1	6	-7	22	-3
COCCCNC(=O)Nc1ccc(Br)cc1Cl	-6	1	0	-6	-1	4	1	2	-6
CC(NC(=O)CN1CCN(CC(=O)Nc2ccccc2Cl)CC1)c1ccc(Br)cc1 (stereo not drawn)	1	-1	4	-1	10	1	6	0	7
COc1ccc(C(=O)Nc2c(Cl)cc(Cl)cc2C(=O)NCCN2CCOCC2)cc1	-4	6	6	0	1	-1	-2	0	-12

Other records.
SMILES	CHRM1 agonist	CHRM1 PAM	TAAR1 agonist	CHRM5 PAM	CHRM4 agonist	M4 antag	M5 ag	M5 antag	CHRM1 antagonist
CCOC(=O)[C@H]1[C@H]2COc3cc(OC)ccc3[C@@H]2N2C(=O)c3cc(F)ccc3NC(=O)[C@@]12C	-6	-11	8	-4	3	2	0	3	16
CC(=O)Nc1ccc(OCC(=O)NCc2ccccc2)cc1	-3	9	3	0	2	5	1	-3	-2
Cc1ccc(NS(=O)(=O)c2ccc(Cl)nc2)c(C)c1	-5	2	1	-3	0	-18	-6	4	-9
CC(C)(CNC(=O)c1ccc(S(=O)(=O)N2CCCC2)cc1)N1CCOCC1	-8	0	4	6	0	-16	-4	-1	7
CC(=O)c1cccc(NC(=O)C2CCN(S(=O)(=O)c3ccccc3)CC2)c1	-3	0	9	-6	11	-18	-1	1	-2
Cc1csc(CNc2ncnc3ccc(-c4cccc(Cl)c4)cc23)c1	-2	9	4	-6	4	-3	-7	13	0
CCC(=O)c1cc(F)c(N2CCN(S(=O)(=O)c3ccc(C)cc3)CC2)cc1C	-2	-5	0	3	1	-3	0	-1	5
CN(C)/C=N/N(C)c1ncccc1[N+](=O)[O-]	-2	10	6	3	-1	-33	-4	7	-13
CCOC(=O)Cc1csc(NC(=O)c2cc(C)c(C)s2)n1	-3	-2	3	-10	12	-21	3	3	2
COc1cc2ccccc2cc1C(=O)NCCCN1CCOCC1	-3	1	1	6	0	2	-5	-9	2
COc1ccc2c(c1)c(C(=O)OCCN(C)C)c(C)n2C	-2	7	2	-2	0	4	-3	1	-9
Cc1ccc(S(=O)(=O)N2CCOCC2)cc1NC(=O)CSc1nnc(C2CC2)n1C1CC1	-4	0	6	2	1	-4	3	9	-4
Cc1cccc(N(C(=O)CNC(=O)c2cccs2)C(C(=O)NC2CCCC2)c2cccnc2)c1 (stereo not drawn)	0	10	9	-3	-1	-3	-1	-1	1
O=C(CN1C(=O)COc2ccccc21)NCc1ccc(C(=O)O)cc1	-2	8	9	-5	2	28*	3	3	-5
COc1ccc(-c2nn3c(-c4ccccn4)nnc3s2)cc1OC	-3	3	2	-1	4	6	2	4	-6
CCNC(=O)C1CCCN(C(=O)c2cccc(C(F)(F)F)c2)CC1 (stereo not drawn)	-1	-1	1	0	1	-5	1	-1	-11
Cc1cc(OC(C)C(=O)N/N=C/CC(C)c2ccccc2)ccc1Cl (stereo not drawn)	-6	7	4	4	0	3	-4	-2	-10
S=c1[nH]nc(-c2ccc(Br)cc2)n1-c1ccc2c(c1)OCCO2	-2	14	2	8	0	-1	-2	-3	-12

3 entries already listed, sorted by the number in M5 ag, high to low.
structure | CHRM1 agonist | CHRM1 PAM | TAAR1 agonist | CHRM5 PAM | CHRM4 agonist | M4 antag | M5 ag | M5 antag | CHRM1 antagonist
O=C(CN1C(=O)COc2ccccc21)NCc1ccc(C(=O)O)cc1 | -2 | 8 | 9 | -5 | 2 | 28* | 3 | 3 | -5
Cc1cccc(N(C(=O)CNC(=O)c2cccs2)C(C(=O)NC2CCCC2)c2cccnc2)c1 (stereo not drawn) | 0 | 10 | 9 | -3 | -1 | -3 | -1 | -1 | 1
CN(C)/C=N/N(C)c1ncccc1[N+](=O)[O-] | -2 | 10 | 6 | 3 | -1 | -33 | -4 | 7 | -13
